TGFb SMAD3 inh: qHTS for Inhibitors of TGF-b | HepG2 CAGA-GFP TGF-b/SMAD3 reporter, GFP fluorescence, 18 h; TGF-beta stimulated, 500 pg/mL final | Potency, µM (doses to about 46.1 µM), for inactives: at the highest dose activity, negative = inhibition, hits mostly inhibitors | 410,000 tested, 1.2% active | AID 588855, 2011; note: potency is the fitted concentration of half-maximal effect; % is set by controls: 0 for no effect and ±100 for the full control effect; nearly all actives have a fitted effect of over 65% in size
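HEPG2 CAGA-GFP reporter cells (1000/well, DMEM with 1% FBS) received compounds, then recombinant TGF-beta at 500 pg/mL final for 18 hours at 37 degrees C. Per-cell GFP summed per well was normalised to unstimulated and stimulated DMSO controls before curve fitting.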
S2 tox: Viability Counterscreen for Primary qHTS for Inhibitors of ATXN expression. S2 cells (HEK-293 line with an ATXN2-luciferase reporter) viability, CellTiter-Fluor protease fluorescence, 24 h. Potency, µM (top dose mostly 56.7 µM), usual class: cytotoxic. 400,000 tested, 0.49% active. AID 651635, 2014; note: potency is the fitted concentration of half-maximal effect; nearly all actives have a fitted effect of over 40% in size
A549 tox: Nrf2 qHTS screen for inhibitors: counterscreen for cytotoxicity. A549 ARE-Fluc cells, CellTiter-Fluor viability, 18-24 h. Potency, µM (highest dose often 46 µM), for the others: top-dose activity change, negative = cytotoxicity, actives largely listed as inhibitors. 390,000 tested, 0.16% active. AID 504648, 2011; note: potency is the fitted concentration of half-maximal effect; % is set by controls: 0 for no effect and ±100 for the full control effect
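A549 ARE-Fluc cells in 5% FBS OPTI-MEM, 5000 cells/well, rested 2 h then exposed to compounds in concentration-response for 18-24 h at 37 °C. Viability by CellTiter-Fluor fluorescence (Ex 405/Em 525) after 30 min; luciferase luminescence (BugLite, 15 min, RT) read afterwards.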
HepG2 viability: qHTS for Inhibitors of TGF-b: Cytotox Counterscreen. HepG2 CAGA-GFP viability, ATP luminescence, 18 h. Potency, µM (highest dose often 46.1 µM), inactives show at the highest dose activity change, negative = cytotoxicity, hits mostly cytotoxic. 410,000 tested, 0.76% active; note: potency is the fitted concentration of half-maximal effect; some results filed as inactive show a strong effect at the top dose
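CellTiter-Glo luminescence gave cytotoxicity after 18 hours at 37 degrees C. The cells were HepG2 CAGA-GFP in 1% FBS DMEM, stimulated with 500 pg/mL TGF-beta after compound addition. %Activity was normalised to no-cell wells (complete cell-killing) and DMSO (no toxicity), and curves were fitted and classified.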
Nrf2 inh: Nrf2 qHTS screen for inhibitors; A549 ARE-Fluc reporter, luciferase luminescence, 18-24 h; Potency, µM (highest dose often 46 µM), without a hit: top-dose activity change, negative = inhibition, actives largely listed as inhibitors; 360,000 tested, 2.1% active; note: potency is the fitted concentration of half-maximal effect; % is set by controls: 0 for no effect and ±100 for the full control effect; nearly all actives have a fitted effect of over 60% in size
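Quantitative HTS in A549 cells stably bearing an antioxidant response element-firefly luciferase construct. Inhibition of Nrf2-driven transcription was scored by luminescence after 18-24 h of compound exposure at 37 °C.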
Nrf2 ARE act: qHTS of Nrf2 Activators | AREc32 ARE-luciferase reporter (MCF7-derived line), luminescence, 24 h | Potency, µM (highest dose often 46.1 µM), for inactives: at the highest dose activation, actives largely listed as activators | 410,000 tested, 0.31% active | AID 624171, 2012; note: potency is the fitted concentration of half-maximal effect; % of control where 0% means no effect; nearly all actives have a fitted effect of over 65% in size
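For detection, Steady-Glo was added and plates sat 30 min at RT; before that, AREc32_Fluc cells grown overnight in OPTI-MEM/5% FBS had been treated with 23 nL compound for 24 hr at 37 deg C.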
ATXN2 expr inh: Primary qHTS for Inhibitors of ATXN expression | 360,000 tested, 0.72% active | HEK-293 ATXN2-luciferase reporter, luminescence, 24 h | Potency, µM (doses to about 57 µM), for the others: top-dose activity change, negative = inhibition, most hits filed as inhibitors; note: potency is the fitted concentration of half-maximal effect; % is set by controls: 0 for no effect and ±100 for the full control effect; nearly all actives have a fitted effect of over 55% in size
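ATXN2-luciferase reporter cells (luciferase flanked by upstream and downstream ATXN2 gene portions) were treated 24 h at 37 °C with compounds at up to 57 uM. SteadyGlo luminescence gave expression; GF-AFC fluorescence gave viability.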
EPAC2 ag: qHTS for Agonist of cAMP-regulated guanine nucleotide exchange factor 4 (EPAC2): primary screen | Potency, µM (top dose mostly 154 µM), without a hit: at the highest dose activation, actives largely listed as activators | EPAC2 activation, biochemical qHTS; response scale: 100% = 6.5 mM cAMP response | 360,000 tested, 0.079% active | AID 720711, 2013 | Rap guanine nucleotide exchange factor 4 (Homo sapiens), Q8WZA2; note: potency is the fitted concentration of half-maximal effect; nearly all actives have a fitted effect of over 50% in size
Target sequence (Q8WZA2 whole entry, looked up): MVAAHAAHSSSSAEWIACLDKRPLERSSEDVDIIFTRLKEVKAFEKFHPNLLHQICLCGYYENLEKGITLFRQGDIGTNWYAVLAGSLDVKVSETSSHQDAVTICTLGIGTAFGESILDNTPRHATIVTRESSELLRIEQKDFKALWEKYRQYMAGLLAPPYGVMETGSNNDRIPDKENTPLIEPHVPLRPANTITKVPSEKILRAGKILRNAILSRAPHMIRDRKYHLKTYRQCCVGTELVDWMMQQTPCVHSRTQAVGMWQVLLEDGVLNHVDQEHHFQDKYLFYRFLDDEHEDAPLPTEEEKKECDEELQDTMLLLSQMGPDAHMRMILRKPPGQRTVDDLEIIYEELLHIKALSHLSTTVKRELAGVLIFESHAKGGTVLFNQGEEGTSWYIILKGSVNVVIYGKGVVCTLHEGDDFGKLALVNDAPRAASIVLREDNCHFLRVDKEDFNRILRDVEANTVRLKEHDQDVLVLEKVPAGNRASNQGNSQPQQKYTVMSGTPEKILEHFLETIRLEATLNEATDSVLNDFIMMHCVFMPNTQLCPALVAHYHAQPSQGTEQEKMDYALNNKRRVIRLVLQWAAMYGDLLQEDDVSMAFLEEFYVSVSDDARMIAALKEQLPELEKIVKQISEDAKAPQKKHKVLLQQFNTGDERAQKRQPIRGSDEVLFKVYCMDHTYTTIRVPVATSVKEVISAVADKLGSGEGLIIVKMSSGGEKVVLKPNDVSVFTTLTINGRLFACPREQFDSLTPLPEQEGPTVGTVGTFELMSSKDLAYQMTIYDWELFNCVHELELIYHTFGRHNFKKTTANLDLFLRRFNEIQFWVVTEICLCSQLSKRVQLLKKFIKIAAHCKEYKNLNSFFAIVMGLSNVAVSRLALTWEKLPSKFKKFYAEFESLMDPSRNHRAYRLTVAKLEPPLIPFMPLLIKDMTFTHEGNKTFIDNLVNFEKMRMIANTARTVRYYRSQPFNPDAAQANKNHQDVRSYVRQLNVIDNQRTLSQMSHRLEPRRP
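Compounds were added across a concentration range to EPAC2 (100 nM), RAP1B-BODIPY-GDP (250 nM) and GDP (50 uM). After 5 min at room temperature, fluorescence was recorded at 5-min intervals for 30 min.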
IL2 activator: qHTS of IL-2 Activators; IL-2 activation reporter assay, cell-based qHTS; stimulated with anti-CD3/CD4/CD28 beads; in transgenic mouse T cells; activation, % (series mostly up to about 46 µM); 360,000 tested, 0.065% active; AID 652025, 2013; in the data active = activation above about 50%; inconclusive = mostly about 30% to 49%; note: 0% is about no effect
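Unstimulated transgenic mouse T cells, 750 per well, received compound and, after 60 minutes, anti-CD3/anti-CD4 bead plus anti-CD28 stimulation. EGFP and DsRed were quantified after 18 hours.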
The depositor's hits bear a star; i = inactive; ? = inconclusive; nt = no result given; & = joins results of further samples; [ ] = another dose, or the depositor's remark. Unless noted, calls come from the whole dose curve; as a rule, active = well fitted curve in the direction sought with a large enough effect; inconclusive = small, poorly fitted or top-dose-only effect, or another doubt; inactive = no such curve, though single readings can be large; an effect the other way counts as inactive or inconclusive.

SMILES	TGFb SMAD3 inh	S2 tox	A549 tox	HepG2 viability	Nrf2 inh	Nrf2 ARE act	ATXN2 expr inh	EPAC2 ag	IL2 activator
CC(Nc1nc(-c2ccc(F)cc2)cs1)c1nc2cc(C(F)(F)F)ccc2n1CCOCCO (centres undefined)	-15%	i	-3%	-18%	3%	2.3%	6%	2%	0.5
CC(=O)NC12CC3CC(C1)CC(C(=O)N(C)CC(=O)Nc1ccccc1Cl)(C3)C2	?	i	-1%	-20%	9%	0.4%	-3%	2%	-0.6
CC(=O)OC1OCCOC1NC(=S)Nc1cccc(C(F)(F)F)c1 (centres undefined)	3%	i	-3%	-7%	4%	0.2%	11%	-1%	-0.1
CCCOc1ccc(C(=O)Nc2ccc(N(C)C)cc2)cc1	-4%	i	3%	-20%	13%	0.3%	25%	8%	-0.3
CCOC(=O)c1c(NC(=S)Nc2ccccc2)sc2c1CCN(CC)C2	34%[activator]	nt	-3%	-28%	4%	3.1%	1%	5%	-0.5
COc1ccccc1Nc1nc2cc(C)ccc2cc1C#N	3%	nt	1%	0%	-2%	8.7%	1%	7%	-0.4
COc1ccc(CNC(=O)c2nn(C)c3c2CS(=O)(=O)c2ccccc2-3)cc1	-6%&-1%	i	-10%&-1%	-1%&-1%	4%&15%	0.0%&0.3%	10%	11%	-0.1
NC(=O)c1cc(Cl)ccc1OCC(=O)NC1CC1	-6%	i	-2%	18%	5%	4.1%	19%	4%	3.9
Cc1nn(-c2ccccc2)c(Cl)c1/C=N/Nc1ccc(S(=O)(=O)Nc2ccccc2C(=O)O)cc1[N+](=O)[O-]	?	i	-16%	-71%	5%	0.1%	-10%	19%	-2.0
N#Cc1ccsc1NC(=O)CSc1ncnc2ccccc12	-4%	i	8%	9%	?	13µM*	27%	14%	-0.4
CC(=O)Nc1cccc(-c2ccnc3c2CC(C(=O)Nc2cccc(N(C)C)c2)O3)c1 (centres undefined)	18%	?	nt	-5%	nt	0.0%[9.22 µM]	-16%	9%	-0.5
Cc1cc(C(=O)Nc2ccc(F)cc2F)on1	0%	i	1%	-2%	4%	1.0%	17%	7%	-4.2
CC(C)N(Cc1ccccc1)C(=O)CN1C(=O)COc2ccc(S(=O)(=O)NC3CCCC3)cc21	33%&1%[activator]	?	-6%&2%	1%&10%	?	0.0%&0.4%	4%&-7%	-2%	-3.8
COc1ccc(C(=O)N2CCN(Cc3ccccn3)CC2)cc1	-1%	i	0%	1%	2%	-0.1%	2%	4%	-0.9
Cc1cc2c(SCC(=O)NC3CCCCC3)ncnc2s1	-9%	i	-16%	-7%	?	-0.5%	12%	3%	0.6
COc1ccc(C(=O)C2CCCN(Cc3cccn3-c3nccs3)C2)cc1OC (centres undefined)	?	i	2%	-48%	-4%	3.0%	-9%	11%	-2.5
Cc1nn(C)c(C(=O)NCc2ccc(Cl)cc2)c1Cl	-5%	i	4%	-28%	?	3.6%	-22%	-1%	-4.3
Cc1nn(C)cc1C(C(=O)NC1CCCCC1)N(Cc1ccccc1Cl)C(=O)c1cnccn1 (centres undefined)	-1%	i	-4%	-17%	-3%	-0.5%	20%	10%	0.5
Cc1oc(-c2ccccc2)nc1C(=O)OCC(=O)NCc1ccc(Cl)cc1	-28%	i	0%	-37%	5%	-1.1%	-1%	-5%	0.2
O=C(CC1C(=O)N(c2ccccc2)C(=O)N1CCc1cccs1)Nc1ccc(F)cc1 (centres undefined)	-1%	i	-3%	-27%	0%	0.9%	9%	nt	nt
Cc1ccc(C)c(NC(=O)CSc2nccn2Cc2ccco2)c1	-17%	i	0%	1%	4%	3.1%	47%[activator]	4%	0.7
CCOc1cc(NC(=S)NCC2CCCO2)c(OCC)cc1NC(=O)c1ccccc1C (centres undefined)	-7%	i	-6%	-3%	?	0.1%	1%	0%	-0.4
O=C(OCc1ccc(-c2ccccc2)cc1)c1cccc(O)c1	0%	i	0%	-22%	3%	2.1%	33%[activator]	5%	-2.1
COc1ccc(/C=C2/SC(=S)N(n3c(C)ccc3C)C2=O)cc1	3%	?	-7%	-19%	-3%	-0.2%	-20%	1%	1.8
CCCCCN1CC(=O)N2Cc3[nH]c4ccccc4c3C[C@H]2C1=O	1%	i	-7%	-5%	?	-0.7%	-5%	4%	0.3

3 compounds from above, ordered by their value in Nrf2 inh, low to high.
mol,Nrf2 inh,Nrf2 ARE act,EPAC2 ag,IL2 activator
O=C(OCc1ccc(-c2ccccc2)cc1)c1cccc(O)c1,3%,2.1%,5%,-2.1
Cc1ccc(C)c(NC(=O)CSc2nccn2Cc2ccco2)c1,4%,3.1%,4%,0.7
CC(=O)NC12CC3CC(C1)CC(C(=O)N(C)CC(=O)Nc1ccccc1Cl)(C3)C2,9%,0.4%,2%,-0.6

Going on with the list:
SMILES	TGFb SMAD3 inh	S2 tox	A549 tox	HepG2 viability	Nrf2 inh	Nrf2 ARE act	ATXN2 expr inh	EPAC2 ag	IL2 activator
Cc1ccc2[nH]c(O)c(N=Nc3ccccc3[N+](=O)[O-])c2c1	-16%	?	-3%	0%	25%	6.5%	0%	1%	0.5
COc1ccc(C(=O)Nc2ccccc2C(=O)Nc2ccccc2C(=O)O)cc1	-30%	?	-14%	-28%	-3%	1.0%	-8%	-1%	-1.1
Nc1nc(C(c2ccccc2)c2ccccc2)cs1	0%	i	-5%	-20%	?	2.2%	-10%	10%	-4.0
O=C(NNC(=O)c1cccnc1)Nc1cccc2ccccc12	7%	i	1%	5%	28%	0.2%	-15%	-3%	-0.6
CC(=O)c1cc2c(cc1NS(=O)(=O)c1cccc(C(=O)O)c1)OCO2	-14%	i	2%	-15%	-2%	0.0%	-18%	9%	-0.2
O=C(Nc1ccccc1C(=O)N1CCOCC1)C1CC(=O)N(C2CCCC2)C1 (centres undefined)	?	i	13%	-81%	9%	0.1%	2%	10%	-3.3
CCC1CCCCN1C(=O)CSc1nc(N)cc(N)n1 (centres undefined)	29%	i	6%	-1%	17%	0.0%	-17%	8%	0.3
COCCOC(=O)C1=C(C)N=c2s/c(=C\c3cccs3)c(=O)n2C1c1cccs1 (centres undefined)	-1%	i	-14%	-10%	-5%	-0.2%	-2%	?	2.0
C[C@H](NC(=O)c1ccc(C(C)(C)C)cc1)C(=O)N1CCN(C/C=C/c2ccccc2)CC1	?	?	?	-24%	?	-0.2%	?	-4%	-0.6
FC(F)(F)c1cc(Oc2ccccc2)ncc1-c1nnc(-c2ccccc2Cl)o1	?	i	0%	-14%	-18%	-0.4%	nt	10%	0.1
CN(C)C(/C=C/Nc1ccc(F)cc1F)=C(C#N)C#N	9%	?	-2%	-4%	-8%	0.0%	-10%	5%	0.8
Cc1cc(/N=C/N(C)C)on1	18%	i	-5%	6%	0%	-0.4%	-4%	8%	-2.6
CCOc1cccc(-c2nnc(SCC(=O)Nc3ccc(OC)c(OC)c3)n2N)c1	2%	i	17%	-8%	-2%	-0.6%	4%	4%	-1.0
CCc1ccc(NC(=O)N(CCN2CCOCC2)C2CCN(C(C)=O)CC2)cc1	-4%	i	-2%	-2%	-7%	0.6%	0%	2%	0.2
O=c1c(-c2ccc(O)cc2)coc2cc(OC3OC(CO)C(O)C(O)C3O)ccc12 (centres undefined)	-1%	i	-2%	-12%	8%	-0.2%	27%	-1%	-0.5
Cc1cc(C)cc(NC(=O)CN2CCC(NC(=O)Cc3ccccc3)CC2)c1	?	i	-12%	0%	7%	0.6%	-18%	2%	4.4
COc1ccc(CCN2C(=O)N[C@@H](CCC(=O)O)C2=O)cc1	1%	?	13%	-8%	0%	-0.2%	nt	7%	1.8
COc1ccc(CNC(=O)CN(Cc2ccc(Cl)cc2)C(=O)c2csnn2)cc1	-1%	i	2%	-10%	-11%	0.7%	0%	20%	1.1
CNC(=O)c1cc2cc(OC)ccc2n1CCN(Cc1ccccc1)Cc1ccccc1	-12%	i	-1%	-35%	nt	0.0%	-7%	-17%	-2.7
COc1ccc(N2CCN(C(C)C(=O)N3CC(C)OC(C)C3)CC2)cc1 (centres undefined)	0%	i	5%	-28%	-8%	1.5%	-15%	8%	-0.1
COC(=O)c1ccccc1NC(=O)Cn1nc(C(F)(F)F)c2c1CCCC2	?	nt	6%	-31%	0%	3.9%	nt	nt	nt
COc1ccc(C2c3ccc4ccccc4c3Oc3ncn(CCO)c(=N)c32)cc1 (centres undefined)	0%	?	-9%	-11%	-24%	2.1%	?	11%	-2.0
Cc1ccc(CS(=O)(=O)c2nc3c(c(N(C)C)n2)CCCC3)cc1	-27%	i	-1%	5%	?	10%	16%	-5%	-1.2
CN(CC(=O)N(C)CC(=O)Nc1c(Cl)cccc1Cl)Cc1ccccc1F	-4%	?	4%	-12%	0%	-1.2%	nt	5%	-0.4
Cc1c(C(=O)N2CCN(c3ccccn3)CC2)sc2ncnc(N3CCOCC3)c12	-16%	i	-10%	-11%	-17%	-0.1%	-10%	14%	-0.9
CCOC(=O)c1ccc(NC(=S)Nc2ccccn2)cc1	-12%	i	2%	-8%	20%	1.7%	4%	-13%	-1.6
Cc1c(C)c2cc(Cl)c(OCC(=O)NC3CC(C)(C)NC(C)(C)C3)cc2oc1=O	-3%	i	4%	0%	-8%	-0.7%	0%	1%	-0.7
CC(=O)Nc1ccc(NS(=O)(=O)c2ccc3c(c2)n(C)c(=O)n3C)cc1	0%	i	-6%	8%	1%	3.3%	13%	-7%	0.4

Assay outcomes as filed in PubChem.
